Bioassay records as filed in PubChem.
ATXN2 expr inh – inhibitors of ATXN2 expression | 360,000 tested, 0.72% active | HEK-293 ATXN2-luciferase reporter, luminescence, 24 h | AID 1745845 | Potency, µM (titrated, usually from 57 µM), inactives show at the highest dose activity change, negative = inhibition, usual class: inhibitors; note: potency is the fitted concentration of half-maximal effect; % is set by controls: 0 for no effect and ±100 for the full control effect; nearly all actives have a fitted effect of over 55% in size
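ATXN2-luciferase reporter cells (luciferase flanked by upstream and downstream ATXN2 gene portions) were treated 24 h at 37 °C with compounds at up to 57 uM. SteadyGlo luminescence gave expression; GF-AFC fluorescence gave viability.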
S2 tox – cell viability loss in ATXN counter-screen; S2 cells (HEK-293 line with an ATXN2-luciferase reporter) viability, CellTiter-Fluor protease fluorescence, 24 h; Potency, µM (doses to about 56.7 µM), usual class: cytotoxic; 400,000 tested, 0.49% active; note: potency is the fitted concentration of half-maximal effect; nearly all actives have a fitted effect of over 40% in size
Nrf2 activator – Nrf2 pathway activation. AREc32 ARE-luciferase reporter (MCF7-derived line), luminescence, 24 h. AID 624171. 410,000 tested, 0.31% active. Potency, µM (top dose mostly 46.1 µM), inactives show at the highest dose activation, hits mostly activators; note: potency is the fitted concentration of half-maximal effect; % of control where 0% means no effect; nearly all actives have a fitted effect of over 65% in size
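Quantitative high-throughput format: AREc32 reporter cells, 1000 per well, received compound by pin transfer and were incubated 24 hr at 37 deg C, 5% CO2, before Steady-Glo luminescence detection.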
IL-2 act – IL-2 activation. IL-2 activation reporter assay, cell-based qHTS; stimulated with anti-CD3/CD4/CD28 beads; in transgenic mouse T cells. activation, % (series mostly up to about 46 µM). 360,000 tested, 0.065% active; in the data active = activation above about 50%; inconclusive = mostly about 30% to 49%; note: 0% is about no effect
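Using fluorescent plate cytometry, EGFP and DsRed are detected in transgenic mouse T cells stimulated 18 h at 37 degrees C with antibody-coated beads after 60 min compound pretreatment.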
Nrf2 block – inhibitors of Nrf2 signaling. A549 ARE-Fluc reporter, luciferase luminescence, 18-24 h. Potency, µM (titrated, usually from 46 µM), without a hit: at the highest dose activity change, negative = inhibition, hits mostly inhibitors. 360,000 tested, 2.1% active; note: potency is the fitted concentration of half-maximal effect; % is set by controls: 0 for no effect and ±100 for the full control effect; nearly all actives have a fitted effect of over 60% in size
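A549 ARE_Fluc cells, 5000/well, 5% FBS OPTI-MEM; compounds in dose-response, 18-24 h at 37 °C/5% CO2; CellTiter-Fluor viability read (Ex 405/Em 525), then BugLite luciferase luminescence = Nrf2 activity.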
TGFb SMAD3 inh – inhibitors of TGF-b signaling; HepG2 CAGA-GFP TGF-b/SMAD3 reporter, GFP fluorescence, 18 h; TGF-beta stimulated, 500 pg/mL final; Potency, µM (doses to about 46.1 µM), for the others: at the highest dose activity, negative = inhibition, most hits filed as inhibitors; 410,000 tested, 1.2% active; note: potency is the fitted concentration of half-maximal effect; % is set by controls: 0 for no effect and ±100 for the full control effect; nearly all actives have a fitted effect of over 65% in size
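Inhibition was scored as loss of TGF-beta-induced (500 pg/mL final, 18 hours, 37 degrees C) GFP in HEPG2 cells carrying a CAGA-GFP reporter, in DMEM with 1% FBS. Well GFP was summed per cell; Activity was normalised to unstimulated and stimulated DMSO wells, then concentration-response fitting.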
A549 viability – A549 cytotoxicity, counter-screen for Nrf2 inhibitors; A549 ARE-Fluc cells, CellTiter-Fluor viability, 18-24 h; Potency, µM (doses to about 46 µM), for the others: top-dose activity change, negative = cytotoxicity, actives largely listed as inhibitors; 390,000 tested, 0.16% active; note: potency is the fitted concentration of half-maximal effect; % is set by controls: 0 for no effect and ±100 for the full control effect
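A549 ARE_Fluc cells in 5% FBS OPTI-MEM were exposed to compounds in concentration-response for 18-24 h at 37 deg C. Viability was read by CellTiter-Fluor fluorescence (Ex 405/Em 525) after 30 min, before the luciferase read.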
EPAC2 agonist – activates human EPAC2 exchange factor. Q8WZA2. EPAC2 activation, biochemical qHTS; response scale: 100% = 6.5 mM cAMP response. Potency, µM (highest dose often 154 µM), without a hit: at the top dose activation, most hits filed as activators. 360,000 tested, 0.079% active. AID 720711; note: potency is the fitted concentration of half-maximal effect; nearly all actives have a fitted effect of over 50% in size
Target sequence (Q8WZA2 whole entry, looked up): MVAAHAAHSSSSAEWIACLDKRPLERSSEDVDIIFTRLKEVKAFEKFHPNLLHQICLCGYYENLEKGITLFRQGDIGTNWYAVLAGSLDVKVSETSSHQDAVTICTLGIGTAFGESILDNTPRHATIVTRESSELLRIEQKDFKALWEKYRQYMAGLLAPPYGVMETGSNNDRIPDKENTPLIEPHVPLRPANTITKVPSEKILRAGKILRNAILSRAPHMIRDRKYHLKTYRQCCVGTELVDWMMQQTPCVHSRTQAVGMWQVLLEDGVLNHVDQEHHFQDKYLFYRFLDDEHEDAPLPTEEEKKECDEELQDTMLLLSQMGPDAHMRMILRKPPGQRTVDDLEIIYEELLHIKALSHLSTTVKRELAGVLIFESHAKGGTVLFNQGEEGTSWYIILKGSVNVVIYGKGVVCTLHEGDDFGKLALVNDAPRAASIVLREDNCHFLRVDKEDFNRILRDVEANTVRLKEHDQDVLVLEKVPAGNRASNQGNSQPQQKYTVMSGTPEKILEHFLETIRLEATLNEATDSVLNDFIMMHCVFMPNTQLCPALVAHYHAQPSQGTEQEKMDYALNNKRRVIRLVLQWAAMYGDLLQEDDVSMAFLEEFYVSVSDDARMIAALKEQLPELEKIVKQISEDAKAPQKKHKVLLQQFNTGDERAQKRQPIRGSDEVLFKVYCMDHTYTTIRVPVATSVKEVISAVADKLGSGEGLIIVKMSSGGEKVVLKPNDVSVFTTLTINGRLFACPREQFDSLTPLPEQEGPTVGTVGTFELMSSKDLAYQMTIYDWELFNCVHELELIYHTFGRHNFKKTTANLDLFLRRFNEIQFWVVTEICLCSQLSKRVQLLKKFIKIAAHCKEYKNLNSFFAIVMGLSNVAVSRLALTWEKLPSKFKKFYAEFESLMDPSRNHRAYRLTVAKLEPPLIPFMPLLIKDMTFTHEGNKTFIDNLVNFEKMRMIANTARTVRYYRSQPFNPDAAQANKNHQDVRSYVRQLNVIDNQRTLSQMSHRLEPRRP
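Readout is BODIPY fluorescence (480 nm excitation, 540 nm emission), which falls as labeled GDP is exchanged off Rap1B. EPAC2 at 100 nM acted on 250 nM RAP1B-BODIPY-GDP with 50 uM GDP present.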
HepG2 viability – kills HepG2 cells in TGF-b inhibitor counter-screen. HepG2 CAGA-GFP viability, ATP luminescence, 18 h. Potency, µM (doses to about 46.1 µM), for inactives: at the highest dose activity change, negative = cytotoxicity, actives largely listed as cytotoxic. 410,000 tested, 0.76% active; note: potency is the fitted concentration of half-maximal effect; some results filed as inactive show a strong effect at the top dose
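CellTiter-Glo luminescence gave cytotoxicity after 18 hours at 37 degrees C. The cells were HepG2 CAGA-GFP in 1% FBS DMEM, stimulated with 500 pg/mL TGF-beta after compound addition. %Activity was normalised to no-cell wells (complete cell-killing) and DMSO (no toxicity), and curves were fitted and classified.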
Starred values were filed as active, the others as inactive; i = inactive; ? = inconclusive; nt = no result given; [ ] = dose if it differs, or a comment. Unless noted, calls come from the whole dose curve; as a rule, active = well fitted curve in the direction sought with a large enough effect; inconclusive = small, poorly fitted or top-dose-only effect, or another doubt; inactive = no such curve, though single readings can be large; an effect the other way counts as inactive or inconclusive. Rows are unselected, and some 4.3% of all compounds hit somewhere here.

SMILES	ATXN2 expr inh	S2 tox	Nrf2 activator	IL-2 act	Nrf2 block	TGFb SMAD3 inh	A549 viability	EPAC2 agonist	HepG2 viability
O=C(CCC1CCCN(C(=O)c2ccc3c(c2)OCO3)C1)NCc1ccc(F)c(F)c1 (configuration not stated)	15%	i	-0.4%	-0.2	4%	-23%	-7%	5%	-15%
COc1cccc(Cc2nc3ccccc3nc2SCC(=O)Nc2cccc(C)c2)c1	nt	nt	0.2%	nt	nt	-3%	2%	nt	-9%
CC(C)N=C1SC(CC(=O)Nc2ccccc2)C(=O)N1C(C)C (configuration not stated)	-15%	i	-0.8%	-4.4	?	-10%	-11%	11%	1%
Cc1cccc(-c2nc(CS(=O)CC(=O)NCCc3ccccc3)c(C)o2)c1 (configuration not stated)	6%	i	0.6%	-1.1	-4%	1%	3%	0%	-8%
Cc1cccc(OCC(=O)N(Cc2cccs2)C2CCS(=O)(=O)C2)c1 (configuration not stated)	3%	i	0.3%	-1.3	11%	-23%	-8%	5%	-4%
O=C1C(=O)N(CC2CCCO2)C(c2ccco2)/C1=C(/O)c1ccc(F)cc1 (configuration not stated)	-9%	i	-0.2%	2.7	14%	0%	-1%	4%	-4%
COC(=O)CCc1c(COC(C)=O)[nH]c(C(=O)OCc2ccccc2)c1C	-4%	i	0.1%	4.2	-15%	-12%	3%	-1%	-11%
CC[n+]1c(/C=C/c2ccc(OC(C)=O)c(OC)c2)ccc2ccccc21	nt	nt	3.6%	1.7	?	6%	21µM*	5%	-35%
COc1cc(C(=O)NCCc2ccc3c(c2)OCO3)cc(OC)c1OC	5%	i	-0.3%	-0.7	2%	12%	-2%	0%	4%
Cc1c(NC(=O)CCC2CCCCC2)cc(C(=O)N2CCOCC2)cc1[N+](=O)[O-]	-13%	nt	0.7%	0.3	-21%	-22%	14%	4%	0%
COC(=O)[C@H](CC(C)C)NC(=O)Cn1cnc2c(NCc3ccccc3)ncnc21	-12%	i	-0.4%	-0.4	4%	-16%	1%	7%	-8%
COc1ccccc1NC(=O)CSc1ccc(-c2ccc(-n3cccn3)cc2)nn1	27%	i	-0.2%	-0.6	?	-4%	0%	-10%	0%
Cc1ccc2nc(NCCO)nc(-c3ccccc3)c2c1	-4%	i	3.9%	0.3	?	4%	12%	3%	-2%
COCCCN1C(=O)C(O)=C(C(=O)c2ccco2)C1c1cccc(Br)c1 (configuration not stated)	5%	i	-0.2%	-0.7	-13%	2%	-15%	6%	-6%
CCn1cc(CNC(=O)c2cccc([N+](=O)[O-])c2)c(C)n1	1%	i	-1.0%	1.1	?	6%	4%	5%	5%
COc1ccc(NC(=O)c2cc(C)nc3ccccc23)cc1S(=O)(=O)Nc1ccccc1Cl	-3%	i	-0.3%	2.1	-14%	-7%	-1%	-5%	-20%
CCCC(=O)Nc1ccc(S(=O)(=O)N2CCOCC2)cc1	-8%	i	-0.4%	0.6	13%	0%	0%	-2%	4%
COC(=O)/C=C1/SC(=NC(=O)c2ccccc2)NC1=O	-3%	i	2.8%	-2.6	0%	3%	4%	15%	-2%
CCn1c(O)c(N=N)c2ccccc21	-12%	i	2.4%	0.1	-7%	4%	2%	16%	7%
CCCCCN(C(=O)CCC(=O)OCC(=O)N(CC)C1CCCCC1)c1c(N)n(CCCC)c(=O)[nH]c1=O	5%	i	0.2%	1.7	20%	-19%	-13%	-8%	-11%
Cc1ccc(N2C(=O)C3N=NN(CC(=O)N4N=C(c5ccccc5)CC4c4ccccc4)C3C2=O)cc1 (configuration not stated)	-17%	i	0.4%	0.8	3%	-1%	-12%	3%	-2%
Cc1c(/C=N\NC(=O)c2ccc(F)cc2)cnn1C	14%	i	2.8%	1.2	12%	-17%	0%	-8%	-12%
COc1ccc(C/C(N)=N/OC(=O)Cc2ccccc2)cc1	-4%	i	-0.1%	0.1	?	-7%	-4%	-4%	-15%
CCc1nn(CC(=O)NCCCN2CCCC2=O)c(=O)c2cc3sccc3n12	5%	i	0.0%	-1.9	3%	6%	-5%	13%	2%
CCOC(=O)Cc1ccc(NC(=O)c2ccc(C(C)(C)C)cc2)cc1	2.8µM*	?	-1.2%	-0.1	2.6µM*	-17%	?	2%	-57%
Following part
SMILES	ATXN2 expr inh	S2 tox	Nrf2 activator	IL-2 act	Nrf2 block	TGFb SMAD3 inh	A549 viability	EPAC2 agonist	HepG2 viability
O=S(Cc1ccc(Br)cc1)Cc1nnc(SCc2ccc(Br)cc2)n1-c1ccccc1 (configuration not stated)	-35%	i	1.6%	-0.9	?	8.9µM*	-18%	0%	-41%
CC(=O)c1cccc(NC(=O)N2CCCC2C(=O)Nc2cccc(C)c2C)c1 (configuration not stated)	-11%	i	0.2%	-0.9	7%	-2%	7%	-2%	-13%
Cc1ccc(C(=O)CSc2nnc(-c3ccc4[nH]c(C)c(C)c4c3)o2)cc1C	?	?	-0.3%	-2.6	?	0%	-12%	0%	-10%
CCOc1ccc(NC(=O)CC2C(=O)N(c3ccccc3)C(=O)N2CCc2sccc2C)cc1 (configuration not stated)	11%	?	5.3%	nt	14%	?	?	nt	-22%
CCOc1ccc(C(=O)NCCc2cnc[nH]2)cc1OCC	-26%	?	-0.2%	-0.5	23%	35%[activator]	3%	0%	6%
O=C(Cc1cccs1)N(Cc1cccs1)C1(C(=O)NC2CCCC2)CCCCC1	-29%	i	0.6%	-3.4	1%	0%	-19%	3%	-17%
CC(=O)Nc1ccc(S(=O)(=O)N(C)CC(=O)OCC(=O)c2cc(C)n(-c3ccc4c(c3)OCO4)c2C)cc1	-10%	i	0.0%	-0.4	-17%	?	-6%	9%	15%
Cc1csc(=O)n1CC(=O)Nc1nc2ccccc2s1	4%	i	0.8%	-3.6	10%	-26%	14%	2%	-6%
COCCNC(=O)C(c1ccc(F)cc1)N(Cc1cccs1)C(=O)CCC(=O)Nc1ccccn1 (configuration not stated)	6%	i	-0.3%	0.0	-3%	-4%	-8%	5%	-17%
Cc1ccc(NC(=O)CSc2n[nH]c(-c3cccnc3)n2)c(Br)c1	-24%	i	1.9%	0.9	-22%	1%	-7%	1%	-3%
COc1ccccc1NC(=O)NCCN1CCCCC1	nt	i	0.1%	1.9	4%	6%	4%	1%	3%
NS(=O)(=O)c1ccc(N2C(=O)C(=O)/C(=C(/O)c3ccccc3)C2c2ccc(Cl)cc2)cc1 (configuration not stated)	0%	i	0.1%	-1.9	0%	-1%	-3%	-9%	-1%
CCc1nnc(NC(=O)CCS(=O)(=O)c2ccccc2)s1	54%[activator]	i	22%	-0.7	21%	?	-13%	4%	-10%
CSc1nc(C)c(CCOCc2ccc(F)cc2)c(=O)[nH]1	-3%	i	0.3%	2.3	-3%	-5%	2%	3%	-4%
COC(=O)Nc1ncc(CN2C(=O)c3ccccc3C2=O)s1	1%	i	0.3%	-1.1	14%	18%	25%	5%	11%
COc1ccc(N(C(=O)c2ccc(Cl)cc2)C2=CC3CCC(C2)N3C)cc1 (configuration not stated)	-10%	i	-0.3%	1.7	1%	4%	6%	6%	-17%
Cc1ccc(CNC(=O)CN2C(=O)CSc3c2c(C)nn3-c2ccccc2)cc1	5%	i	0.1%	nt	-30%	-28%	13%	nt	-25%
O=C(NCc1ccccn1)C1CC(c2ccc(Cl)c(Cl)c2)=NO1 (configuration not stated)	-17%	i	-0.2%	0.9	-22%	-19%	-16%	6%	-7%
O=C1NC(=Nc2ccc3ccccc3c2)S/C1=C/c1ccco1	22%	i	?	1.2	18%	-25%	1%	7%	-23%
Cn1c(N)c(C(=O)COC(=O)/C=C/c2ccc(OC(F)F)cc2)c(=O)n(C)c1=O	1%	i	3.1%	-0.9	?	2%	-7%	-12%	-1%
COc1ccc2c(c1)CCc1sc(NC(=O)c3ccc(C)cc3)nc1-2	-12%	i	0.0%	0.0	?	?	-21%	8%	-20%
COC(=O)[C@]12CCCCC=C1N(Cc1ccc(Cl)cc1Cl)C(=O)[C@H](CC(=O)NCCCN1CCCC1=O)C2	-15%	?	3.0%	-0.7	nt	nt	nt	9%	nt
